Screening data: PubChem BioAssay, National Center for Advancing Translational Sciences (NCATS)
Nrf2 activator = Nrf2 pathway activation; AREc32 ARE-luciferase reporter (MCF7-derived line), luminescence, 24 h; Potency, µM (highest dose often 46.1 µM), for the others: top-dose activation, most hits filed as activators; AID 624171; 0.31% of 410,000 active; note: potency is the fitted concentration of half-maximal effect; % of control where 0% means no effect; nearly all actives have a fitted effect of over 65% in size
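Nrf2 activation is followed as ARE-luciferase induction in the AREc32 line after one day of compound treatment; luminescence is read with Steady-Glo.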
A549 tox = counter-screen for Nrf2 inhibitors: cytotoxicity in A549 cells; A549 ARE-Fluc cells, CellTiter-Fluor viability, 18-24 h; Potency, µM (doses to about 46 µM), without a hit: at the highest dose activity change, negative = cytotoxicity, actives largely listed as inhibitors; 0.16% of 390,000 active; AID 504648; note: potency is the fitted concentration of half-maximal effect; % is set by controls: 0 for no effect and ±100 for the full control effect
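A549 ARE_Fluc cells in 5% FBS OPTI-MEM were exposed to compounds in concentration-response for 18-24 h at 37 deg C. Viability was read by CellTiter-Fluor fluorescence (Ex 405/Em 525) after 30 min, before the luciferase read.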
Mm-Cpn inhibitor = M. maripaludis TRiC chaperonin inhibition; purified Mm-Cpn ATPase, ADP Transcreener TR-FRET; AID 504842; Potency, µM (doses to about 76.9 µM), inactives show at the top dose activity, negative = inhibition, usual class: inhibitors; 0.031% of 330,000 active; note: potency is the fitted concentration of half-maximal effect; % is set by controls: 0 for no effect and ±100 for the full control effect; nearly all actives have a fitted effect of over 80% in size
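25 nM Mm-CPN + cpd, 10 min 37°C; + 10 uM ATP, 30 min 37°C; buffer 30 mM Tris pH 7.4, 100 mM KCl, 5 mM MgCl2, 1 mM DTT; Transcreener ADP HTRF detection 30 min RT.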
Nrf2 block = inhibitors of Nrf2 signaling; A549 ARE-Fluc reporter, luciferase luminescence, 18-24 h; Potency, µM (top dose mostly 46 µM), inactives show top-dose activity change, negative = inhibition, hits mostly inhibitors; 2.1% of 360,000 active; AID 504444; note: potency is the fitted concentration of half-maximal effect; % is set by controls: 0 for no effect and ±100 for the full control effect; nearly all actives have a fitted effect of over 60% in size
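Nrf2 activity is the BugLite luminescence, read 15 min after reagent at room temperature, following CellTiter-Fluor cytotoxicity readout (30 min, 37C). Compound titrations were applied for 18-24 h to 5000 A549 ARE_Fluc cells/well in 5% FBS OPTI-MEM.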
CCT chaperon mod = changes cytosolic chaperonin activity. 0.3% of 360,000 active. activity change, % (concentration not given with the values), hits read low. AID 651819. purified chaperonin ATPase assay, HTRF ADP detection, 30 min; in the data active = activity change below about -30%; note: % is set by controls: 0 for no effect and ±100 for the full control effect
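We incubate TRiC, 40 or 20 nM final, with library compounds at 76 uM and 10 uM ATP for 30 min at 37 °C. ADP formed is detected with Transcreener HTRF reagents after 30 min at room temperature.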
EPAC2 agonist = activates human EPAC2 exchange factor. Q8WZA2. EPAC2 activation, biochemical qHTS; response scale: 100% = 6.5 mM cAMP response. Potency, µM (series often up to 154 µM), for inactives: at the highest dose activation, hits mostly activators. 0.079% of 360,000 active. AID 720711; note: potency is the fitted concentration of half-maximal effect; nearly all actives have a fitted effect of over 50% in size
Target sequence (Q8WZA2 whole entry, looked up): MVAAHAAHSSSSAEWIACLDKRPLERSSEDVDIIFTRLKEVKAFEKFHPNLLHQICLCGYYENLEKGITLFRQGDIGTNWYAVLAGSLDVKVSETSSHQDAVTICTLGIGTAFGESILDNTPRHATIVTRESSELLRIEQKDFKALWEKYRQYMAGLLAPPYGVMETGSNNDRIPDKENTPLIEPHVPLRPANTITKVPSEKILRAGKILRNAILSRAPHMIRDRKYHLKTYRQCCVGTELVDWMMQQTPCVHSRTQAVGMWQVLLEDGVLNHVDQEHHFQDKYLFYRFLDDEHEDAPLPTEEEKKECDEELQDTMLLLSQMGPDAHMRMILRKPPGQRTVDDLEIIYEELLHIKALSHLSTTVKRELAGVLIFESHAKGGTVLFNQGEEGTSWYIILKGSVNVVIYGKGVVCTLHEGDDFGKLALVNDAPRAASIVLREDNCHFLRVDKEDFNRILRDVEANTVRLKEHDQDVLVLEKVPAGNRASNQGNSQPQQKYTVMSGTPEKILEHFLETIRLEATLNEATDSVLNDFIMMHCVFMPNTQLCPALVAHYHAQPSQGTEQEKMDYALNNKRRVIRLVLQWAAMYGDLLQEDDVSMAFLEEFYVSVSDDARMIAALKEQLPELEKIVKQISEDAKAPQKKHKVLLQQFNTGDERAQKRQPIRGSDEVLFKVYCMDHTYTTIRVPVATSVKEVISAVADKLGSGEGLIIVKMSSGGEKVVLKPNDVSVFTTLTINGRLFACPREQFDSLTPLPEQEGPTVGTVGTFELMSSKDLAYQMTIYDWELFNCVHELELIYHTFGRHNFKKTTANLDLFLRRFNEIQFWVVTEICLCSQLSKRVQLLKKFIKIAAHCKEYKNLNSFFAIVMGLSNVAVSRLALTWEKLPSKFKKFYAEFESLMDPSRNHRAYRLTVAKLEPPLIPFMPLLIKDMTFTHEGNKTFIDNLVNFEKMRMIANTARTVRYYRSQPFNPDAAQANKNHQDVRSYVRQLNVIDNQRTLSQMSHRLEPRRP
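Compounds were added across a concentration range to EPAC2 (100 nM), RAP1B-BODIPY-GDP (250 nM) and GDP (50 uM). After 5 min at room temperature, fluorescence was recorded at 5-min intervals for 30 min.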
TGFb SMAD3 inh = blocks TGF-b signaling; AID 588855; 1.2% of 410,000 active; HepG2 CAGA-GFP TGF-b/SMAD3 reporter, GFP fluorescence, 18 h; TGF-beta stimulated, 500 pg/mL final; Potency, µM (top dose mostly 46.1 µM), inactives show top-dose activity, negative = inhibition, hits mostly inhibitors; note: potency is the fitted concentration of half-maximal effect; % is set by controls: 0 for no effect and ±100 for the full control effect; nearly all actives have a fitted effect of over 65% in size
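GFP signal (ex488/em500-530) from TGF-beta-stimulated HEPG2 CAGA-GFP cells, 500 pg/mL final, 18 h at 37 degrees C in DMEM plus 1% FBS, normalized to unstimulated and DMSO-stimulated controls.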
EPAC2 antagonist = EPAC2 (human) antagonism; Q8WZA2; EPAC2 GEF exchange of Rap1B-BODIPY-GDP, fluorescence; Potency, µM (series often up to 114 µM), without a hit: at the highest dose activity, negative = inhibition, most hits filed as inhibitors; 0.18% of 360,000 active; AID 720708; note: potency is the fitted concentration of half-maximal effect; % is set by controls: 0 for no effect and ±100 for the full control effect; nearly all actives have a fitted effect of over 45% in size; many of its hits are not listed in these tables
Akt phos inh = Akt phosphorylation inhibition; Neuro2A IGF-stimulated pAkt S473 HTRF, 20 min; stronger effect = lower value; activity change, % for hits at 50 µM; 0.32% of 360,000 active; in the data active = activity change below about -80%; inconclusive = mostly about -51% to -80%; note: % is set by controls: 0 for no effect and ±100 for the full control effect
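Neuro2A cells in DMEM with 0.5% FBS, overnight at 37 deg C, given compound at single 50 µM final, then IGF (6 nM final) for 20 min at 37 deg C. Lysed; phospho-Akt Ser473 by HTRF after 24 h, 665/615 ratio.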
* hit, by the source's call; & = joins results of further samples. Unless noted, calls come from the whole dose curve; as a rule, active = well fitted curve in the direction sought with a large enough effect; inconclusive = small, poorly fitted or top-dose-only effect, or another doubt; inactive = no such curve, though single readings can be large; an effect the other way counts as inactive or inconclusive.

What do the screens show for `O=C1CSC(c2ccccc2O)N1Cc1ccccc1` (configuration not stated)?
Nrf2 activator: 0.0%; A549 tox: 4%; Mm-Cpn inhibitor: 3%; Nrf2 block: 7%; CCT chaperon mod: -1.7; EPAC2 agonist: -7%; TGFb SMAD3 inh: 0%; EPAC2 antagonist: -22%; Akt phos inh: inactive

What do the screens show for `O=C(NCc1cccnc1)c1cc(C2CCCN(S(=O)(=O)c3ccccc3)C2)on1` (configuration not stated)?
Nrf2 activator: 1.0%; CCT chaperon mod: -1.9; EPAC2 agonist: 3%; TGFb SMAD3 inh: 7%; EPAC2 antagonist: -7%; Akt phos inh: inactive

Results for COc1cccc(NC(=O)Cn2c(=O)n(CCCCC(=O)NCc3ccc4c(c3)OCO4)c(=O)c3ccccc32)c1 ?
Nrf2 activator: -0.7%; A549 tox: -10%; Nrf2 block: -21%; TGFb SMAD3 inh: -5%

Results for Cc1sc(N2CCN(S(=O)(=O)c3ccc4c(c3)NC(=O)CO4)CC2)nc1-c1ccccc1 ?
Nrf2 activator: -0.2%; A549 tox: 0%; Mm-Cpn inhibitor: -2%; Nrf2 block: 0%; CCT chaperon mod: -11; EPAC2 agonist: -4%; TGFb SMAD3 inh: 12%; EPAC2 antagonist: -6%; Akt phos inh: inactive

Results for CCOC(=O)C1C(c2ccc(OC)c(OC)c2)c2c([nH][nH]c2=O)CC1(C)O (configuration not stated) ?
Nrf2 activator: -1.3%; A549 tox: 0%; Mm-Cpn inhibitor: 0%; Nrf2 block: -8%; CCT chaperon mod: -4.2; EPAC2 agonist: 0%; TGFb SMAD3 inh: -17%; EPAC2 antagonist: 4%; Akt phos inh: inactive

Results for Cc1ccc(CNC(=O)C2CCN(S(=O)(=O)N3CCC4(CC3)OCCO4)CC2)cc1 ?
Nrf2 activator: -0.2%; A549 tox: 9%; Mm-Cpn inhibitor: -1%; Nrf2 block: -4%; CCT chaperon mod: -2.5; EPAC2 agonist: 17%; TGFb SMAD3 inh: 25%; EPAC2 antagonist: -6%; Akt phos inh: inactive

Results for COc1ccc(C(=O)/C=C2/Sc3cc4c(cc3N2C)OCO4)cc1 ?
Nrf2 activator: 0.6%; A549 tox: 14%; Mm-Cpn inhibitor: 1%; Nrf2 block: -14%; CCT chaperon mod: -0.6; EPAC2 agonist: 2%; TGFb SMAD3 inh: -9%; EPAC2 antagonist: -6%; Akt phos inh: inactive

Results for O=C(Cn1cnc2ccccc2c1=O)NCCC(=O)Nc1ccc2c(c1)OCO2 ?
Nrf2 activator: -0.5%; A549 tox: -7%; Mm-Cpn inhibitor: -5%; Nrf2 block: 3%; CCT chaperon mod: 0.2; EPAC2 agonist: 1%; TGFb SMAD3 inh: 2%; EPAC2 antagonist: 0%; Akt phos inh: inactive

Results for Cc1cc(=O)n(CC(=O)N2CCN(c3ccc(F)cc3)CC2)c2c1c(C)nn2C ?
Nrf2 activator: -0.2%; A549 tox: -1%; Nrf2 block: inconclusive; TGFb SMAD3 inh: 7.1µM*

What do the screens show for `CCOC(=O)Cn1nnc(-c2cc(OC)c(OC)c(OC)c2)n1`?
Nrf2 activator: 0.2%; A549 tox: -1%; Mm-Cpn inhibitor: 0%; Nrf2 block: -9%; CCT chaperon mod: -0.1; EPAC2 agonist: 2%; TGFb SMAD3 inh: 6%; EPAC2 antagonist: 1%; Akt phos inh: inactive

Results for CCCCN1CCNC[C@@H]1Cc1ccccc1 ?
Nrf2 activator: 0.0%; A549 tox: -1%; Mm-Cpn inhibitor: 1%; Nrf2 block: -8%; CCT chaperon mod: -1.5; EPAC2 agonist: 1%; TGFb SMAD3 inh: -20%; EPAC2 antagonist: 9%; Akt phos inh: inactive

What do the screens show for `NNC(=O)CSc1cccc2cccnc12`?
Nrf2 activator: 3.0%; A549 tox: 10%; Mm-Cpn inhibitor: 1%; Nrf2 block: 10%; CCT chaperon mod: 0.1; EPAC2 agonist: -3%; TGFb SMAD3 inh: 5%; EPAC2 antagonist: -12%; Akt phos inh: inactive

What do the screens show for `CN(Cc1nc2ccccc2n1C)S(=O)(=O)c1ccc(F)cc1`?
Nrf2 activator: 0.0%; A549 tox: 3%; Mm-Cpn inhibitor: 0%; CCT chaperon mod: -0.2; EPAC2 agonist: -12%; TGFb SMAD3 inh: 6%; EPAC2 antagonist: 2%; Akt phos inh: inactive

How did COc1ccc(-c2nnn(CC(=O)N(CC(=O)NC3CCCC3)c3ccccc3F)n2)cc1OC do in these assays?
Nrf2 activator: 0.2%; A549 tox: -5%; Mm-Cpn inhibitor: -5%; Nrf2 block: -5%; CCT chaperon mod: -1.6; EPAC2 agonist: -4%; TGFb SMAD3 inh: -6%; EPAC2 antagonist: -6%; Akt phos inh: inactive

What do the screens show for `COc1ccc(Nc2nc(C)cc(=O)[nH]2)c(OC)c1`?
Nrf2 activator: -0.8%; A549 tox: 0%; Mm-Cpn inhibitor: -1%; Nrf2 block: 0%; CCT chaperon mod: -7.3; EPAC2 agonist: 12%; TGFb SMAD3 inh: 8%; EPAC2 antagonist: -3%; Akt phos inh: inactive

Results for CN1C(=O)C2C3c4ccccc4C(c4ccccc43)[C@@H]2C1=O (some centres not stated) ?
Nrf2 activator: -0.3%; A549 tox: -2%; Mm-Cpn inhibitor: 0%; Nrf2 block: 1%; CCT chaperon mod: -1.1; EPAC2 agonist: 7%; TGFb SMAD3 inh: 0%; EPAC2 antagonist: 20%; Akt phos inh: inactive

Results for Cc1ccc(C(=O)NCC(=O)OCC(=O)c2c(N)n(C)c(=O)n(C)c2=O)cc1C ?
Nrf2 activator: -0.5%; A549 tox: -2%; Mm-Cpn inhibitor: 1%; Nrf2 block: 4%; CCT chaperon mod: -3.1; EPAC2 agonist: 3%; TGFb SMAD3 inh: -2%; EPAC2 antagonist: -2%; Akt phos inh: inactive

Results for NS(=O)(=O)c1ccc(NC(=O)c2ccc3c(c2)CCN3S(=O)(=O)c2ccccc2)cc1 ?
Nrf2 activator: 0.1%&-0.4%; A549 tox: -6%&-7%; Mm-Cpn inhibitor: -2%; Nrf2 block: inconclusive; CCT chaperon mod: -1.6; EPAC2 agonist: 5%; TGFb SMAD3 inh: -10%&0%; EPAC2 antagonist: -1%; Akt phos inh: inactive

How did COc1cc(S(=O)(=O)NC2CCCCC2C)ccc1Cl (configuration not stated) do in these assays?
Nrf2 activator: -0.7%; A549 tox: -11%; Mm-Cpn inhibitor: 3%; Nrf2 block: inconclusive; CCT chaperon mod: -8.9; EPAC2 agonist: 14%; TGFb SMAD3 inh: -4%; EPAC2 antagonist: inconclusive; Akt phos inh: inactive

What do the screens show for `CCCCN(CC)C(=O)Cn1ncc2c3ccccc3n(CCC)c2c1=O`?
Nrf2 activator: -0.8%&-1.4%; A549 tox: 0%&-1%; Mm-Cpn inhibitor: -1%; Nrf2 block: 3%&-18%; CCT chaperon mod: -1.9; EPAC2 agonist: 8%; TGFb SMAD3 inh: inconclusive; EPAC2 antagonist: -4%; Akt phos inh: inactive

What do the screens show for `Cc1cccc(S(=O)(=O)c2cn(C)c3cc(N4CCCCCC4)c(F)cc3c2=O)c1`?
Nrf2 activator: -0.4%; A549 tox: -11%; Nrf2 block: -35%; TGFb SMAD3 inh: -13%

Results for CC(O)(c1ccccc1)c1nc(-c2cccc(C(=O)O)c2)cs1 (configuration not stated) ?
Nrf2 activator: 0.5%; CCT chaperon mod: 1.0; EPAC2 agonist: inconclusive; TGFb SMAD3 inh: 1%; EPAC2 antagonist: 7%

What do the screens show for `CCc1ccc(CNC(=O)CCn2c(=O)c3cccn3c3ccc(F)cc32)cc1`?
Nrf2 activator: -0.9%; A549 tox: 9%; Nrf2 block: 27%; TGFb SMAD3 inh: -13%

Results for Cc1c(C(=O)N2CCC(Cc3ccccc3)CC2)cccc1[N+](=O)[O-] ?
Nrf2 activator: 0.4%; A549 tox: -16%; Mm-Cpn inhibitor: 2%; Nrf2 block: inconclusive; CCT chaperon mod: 1.7; EPAC2 agonist: -13%; TGFb SMAD3 inh: inconclusive; EPAC2 antagonist: -23%; Akt phos inh: inactive

Results for COc1ccc(CCNC(=O)CSCc2ccc([N+](=O)[O-])cc2)cc1OC ?
Nrf2 activator: -0.3%; A549 tox: 9%; Mm-Cpn inhibitor: 0%; Nrf2 block: 2%; CCT chaperon mod: -3.0; EPAC2 agonist: 17%; TGFb SMAD3 inh: -13%; EPAC2 antagonist: -5%; Akt phos inh: inactive

Results for C=CCn1c(Cc2cccs2)nnc1SCC(=O)c1cccc(Br)c1 ?
Nrf2 activator: 3.7%; A549 tox: 4%; Mm-Cpn inhibitor: -7%; Nrf2 block: -8%; CCT chaperon mod: 1.1; EPAC2 agonist: 8%; TGFb SMAD3 inh: -7%; EPAC2 antagonist: 0%; Akt phos inh: inactive

Results for CN(C)CCNc1nc2c(c(=O)[nH]c(=O)n2C)n1CCCc1ccccc1 ?
Nrf2 activator: 3.5%; A549 tox: -2%; Mm-Cpn inhibitor: 1%; Nrf2 block: -1%; CCT chaperon mod: -2.2; EPAC2 agonist: 6%; TGFb SMAD3 inh: -17%; EPAC2 antagonist: 19%; Akt phos inh: inactive

How did CCC1NC(=O)c2cccnc2-n2c1nc1ccc(OC)cc1c2=O (configuration not stated) do in these assays?
Nrf2 activator: -0.3%; CCT chaperon mod: 1.1; EPAC2 agonist: -4%; TGFb SMAD3 inh: 8%; EPAC2 antagonist: 5%; Akt phos inh: inactive

Results for N#Cc1ccccc1OCC(=O)Nc1nnc(C2CC2)s1 ?
Nrf2 activator: 2.5%; A549 tox: 5%; Mm-Cpn inhibitor: -1%; Nrf2 block: 14%; CCT chaperon mod: -1.5; EPAC2 agonist: 16%; TGFb SMAD3 inh: -1%; EPAC2 antagonist: 4%; Akt phos inh: inactive

This is a subset (hit frequency here may not be typical).
